Screening results deposited in PubChem by several laboratories.
rCAG RNA binder: binders of r(CAG) RNA repeats, primary screen, biochemical, fluorescence; 370,000 compounds, 1.3% hits; r(CAG) RNA repeat, TO-PRO-1 dye displacement fluorescence; inhibition, % at 3 µM;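 active = inhibition above the plate cutoff, the mean of all test compounds on that plate plus 3 SD, cut at about 35% in these data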;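 also: 0% = DMSO alone and 100% = 100 µM mitoxantrone as full dye displacement; higher means more dye released from RNA so lower well fluorescence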
ASAP1 inh: inhibitors of human ASAP1 ArfGAP activity, primary screen, biochemical, fluorescence polarization | inhibition, % at 16.5 µM | 360,000 compounds, 0.19% hits | ASAP1-stimulated ARF1 GTP hydrolysis, GDP FP detection | AID 624377, 2012 | Arf-GAP with SH3 domain, ANK repeat and PH domain-containing protein 1 (Homo sapiens), …; in the data active = inhibition above about 25%;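 also: 0% = vehicle with enzyme and substrate and 100% = no enzyme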
HTRA1 inh: HTRA1 serine protease inhibitors, primary screen, biochemical, fluorescence polarization, HTS. Q92743. recombinant HTRA1, FP-rhodamine activity-based probe. inhibition, % at 5.96 µM. 340,000 compounds, 0.5% hits; in the data active = inhibition above about 36%;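 also: 0% = enzyme with DMSO and 100% = wells lacking enzyme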
ARFGAP1 inh: inhibitors of rat ARFGAP1 GAP activity, primary screen, biochemical, fluorescence polarization, GDP tracer. Arfgap1-stimulated ARF1 GTP hydrolysis, GDP FP detection. inhibition, % at 16.5 µM. 360,000 compounds, 0.26% hits;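 active = inhibition above a per-plate limit, mean inhibition of low control wells plus 3 SD, cut at about 25% in these data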;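 also: 0% = DMSO wells with enzyme and 100% = wells lacking Arfgap1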
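Material: rat Arfgap1 GAP domain (His6, aa 1-136), purified enzyme. Also added: human ARF1(Δ1-17)-GTP substrate. Compound dosing: 16.5 µM single point, 1.26% DMSO. Timing: enzyme reaction 120 min at 25 °C after 20 min preincubation. Signal: GDP detection by fluorescence polarization. Read-out basis: percent inhibition of GAP-stimulated GDP formation, scaled between DMSO and no-Arfgap1 medians.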
PG9 binder: binders of HIV-1 gp120 antibody PG9, primary screen, biochemical, TR-FRET; HIV-1 gp120 / PG9 antibody interaction; TR-FRET gp120-PG9 antibody binding; inhibition, % at 6.7 µM; 360,000 compounds, 0.43% hits; AID 624416, 2012; in the data active = inhibition above about 8.5%
GC-B act: human GC-B receptor activators, primary screen, HEK293 GC-B cells, cGMP TR-FRET, EC30 CNP; activation, % at 10 µM; 370,000 compounds, 0.11% hits; Atrial natriuretic peptide receptor 2 (Homo sapiens), P20594; 0% at EC30 CNP, 100% saturating CNP;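 active = activation at 10 µM reaching about 35% in either raw or pattern-adjusted values, limit read from the data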
NPR1 activator: GC-A stimulated cGMP production enhancers – HEK293 GC-A cells, cGMP TR-FRET, EC30 ANP, primary screen; 0% at EC30 ANP, 100% saturating ANP; activation, % at 10 µM; AID 1671463, 2021; 370,000 compounds, 0.14% hits; in the data active = activation above about 40%
Target sequence (P16066 whole entry, looked up): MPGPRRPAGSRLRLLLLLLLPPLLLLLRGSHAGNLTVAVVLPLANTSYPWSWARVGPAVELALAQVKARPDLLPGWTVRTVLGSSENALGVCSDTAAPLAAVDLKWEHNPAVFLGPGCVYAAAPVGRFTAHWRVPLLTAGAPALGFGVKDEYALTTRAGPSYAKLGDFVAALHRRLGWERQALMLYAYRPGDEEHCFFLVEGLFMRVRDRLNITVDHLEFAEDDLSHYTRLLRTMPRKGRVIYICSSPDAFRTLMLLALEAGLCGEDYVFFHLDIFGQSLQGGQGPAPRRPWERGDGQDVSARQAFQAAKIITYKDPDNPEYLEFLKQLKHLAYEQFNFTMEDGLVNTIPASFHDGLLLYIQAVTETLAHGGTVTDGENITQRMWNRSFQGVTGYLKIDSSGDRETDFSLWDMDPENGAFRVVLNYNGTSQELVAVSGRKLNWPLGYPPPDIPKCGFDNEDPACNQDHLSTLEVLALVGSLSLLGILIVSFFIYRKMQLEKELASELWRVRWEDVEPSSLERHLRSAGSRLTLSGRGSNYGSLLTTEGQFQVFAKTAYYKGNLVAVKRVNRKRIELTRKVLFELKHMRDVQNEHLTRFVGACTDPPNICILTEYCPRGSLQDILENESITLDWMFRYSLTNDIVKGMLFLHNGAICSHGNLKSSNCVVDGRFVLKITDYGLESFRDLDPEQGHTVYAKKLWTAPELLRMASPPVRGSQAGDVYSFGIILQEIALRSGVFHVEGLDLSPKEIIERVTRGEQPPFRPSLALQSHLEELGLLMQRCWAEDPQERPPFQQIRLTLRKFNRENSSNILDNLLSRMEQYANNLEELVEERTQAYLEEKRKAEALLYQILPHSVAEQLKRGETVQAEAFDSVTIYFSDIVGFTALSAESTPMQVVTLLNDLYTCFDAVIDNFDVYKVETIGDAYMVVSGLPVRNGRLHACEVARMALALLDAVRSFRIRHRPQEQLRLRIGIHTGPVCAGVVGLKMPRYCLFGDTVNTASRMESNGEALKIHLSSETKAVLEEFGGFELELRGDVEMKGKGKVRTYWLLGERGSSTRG
mABHD4 FP: ABHD4 inhibitors, primary screen, biochemical, fluorescence polarization, mouse | (Lyso)-N-acylphosphatidylethanolamine lipase (Mus musculus), Q8VD66 | purified mABHD4, FP-Rh probe fluorescence polarization | inhibition, % at 8.92 µM | 370,000 compounds, 0.54% hits | AID 720543, 2013;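 active = inhibition exceeding the mean over every tested compound plus 3 SD, cut at about 30% in these data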;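 also: 0% = plate median of compound wells and 100% = S159A mutant with DMSO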
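assay system = mABHD4 protein | compound dosing = single nominal dose of 8.92 µM, 0.89% DMSO final | read-out basis = percent inhibition of probe binding, normalized to plate controls | schedule = Enzyme–compound pre-incubation 45 min, then probe 60 min, both 25 °C | detection = fluorescence polarization, excitation 525 nm, emission 598 nm, BODIPY TMR filters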
SMARCA2 activ: SMARCA2 (BRM) function activators, primary screen, cell-based, luminescence, high throughput; MG213 cells, MMTV-luciferase reporter, dexamethasone, overnight; activation, % at 9.1 µM; 370,000 compounds, 1% hits; AID 652017, 2013; in the data active = activation above about 7.8%;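 also: 0% = vehicle wells and 100% = reference activator wells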
NR1D1 modulator: modulators of Rev-erb alpha DNA binding, primary screen, biochemical, FITC-DNA, fluorescence polarization, uHTS; Nuclear receptor subfamily 1 group D member 1 (Homo sapiens), P20393; Rev-erbα–FITC-DNA binding, 90 min; activity, % at 10 µM; 370,000 compounds, 0.79% hits; AID 1259318, 2017;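 active = activity above about 14%, limit read from the data; passing the limit was not always enough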;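 also: 0% = DMSO wells with 35 nM protein and 100% = DMSO wells with 750 nM protein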
An asterisk follows results filed as active; / = no result given.

Values run as follows: ARFGAP1 inh	SMARCA2 activ	ASAP1 inh	NPR1 activator	NR1D1 modulator	rCAG RNA binder	mABHD4 FP	HTRA1 inh	PG9 binder	GC-B act
CNC1(C)[C@H]2CC[C@H](C2)C1(C)C (stereo partly specified)
→ 5	-2	8	1	5	1	-2	6	-1.9	1
CCn1c(CSc2nc3ccccc3s2)nnc1SCC(=O)c1ccc2c(c1)OCCO2
→ -9	1	1	1	0	-1	0	-42	0.6	7
COCCn1c(SCc2ccc(OC)c(F)c2)nnc1-c1ccncc1
→ 8	2	-11	0	-4	-2	2	-3	-1.6	-8
Cc1cc(Br)ccc1SCC(=O)NCC(c1ccco1)N1CCCCC1 (stereo unspecified)
→ -3	0	2	-5	2	-7	6	-14	-0.5	-3
Cc1ccccc1CN1CCN(CC(=O)NCc2ccccc2)C1=O
→ -5	1	-7	3	7	-2	1	3	-0.4	4
CCOC(=O)n1c(=O)n(Cc2ccc(Cl)c(Cl)c2)c2ccccc21
→ -2	-2	-8	5	1	-4	-15	-24	0.7	11
COC(=O)CNC(=O)CSc1nc2sc(-c3ccccc3)cc2c(=O)n1-c1ccccc1
→ 14	-3	2	11	0	5	-3	-21	2.1	1
O=C(c1cnc2n(c1=O)CCS2)N1CCc2ccccc21
→ -3	-1	-1	2	4	3	6	0	-0.5	-2
COc1ccnc(N=CNOCc2ccc(C)cc2)c1C#N
→ 16	3	5	-6	-1	0	-2	-4	-1.2	-8
Cc1c[nH]c2cccc(-c3c(Cl)cccc3Cl)c12
→ /	5	/	-3	17	7	-13	/	/	12
C=CCN(CC=C)C(=O)C1CCN(Cc2ccc(OCc3ccccc3)cc2)CC1
→ -2	-3	2	-1	-3	-9	1	3	-1.2	-2
CC(NCCN(C)C)C1CCC2C3CCc4cc(O)ccc4C3CCC12C (stereo unspecified)
→ 2	-3	1	-3	4	5	10	-4	0.2	1
COc1ccc2c(c1)C(C1C(=O)CCCC1=O)c1ccccc1O2 (stereo unspecified)
→ -18	-2	7	0	-4	3	6	3	-0.9	1
CCOC(=O)c1ccc(N2CCOCC2)c(NC(=O)c2ccc3c(c2)OCO3)c1
→ 8	-2	7	2	-1	-8	4	-10	0.7	1
C=CCn1c(=O)[nH]c(=O)c2c(N)c(C(=O)c3ccc(OC)cc3)sc21
→ 11	5	1	6	1	11	-7	-9	2.5	-3
CC1CCCN(C(=O)COC(=O)CNC(=O)c2ccc(Br)cc2)C1 (stereo unspecified)
→ -3	-3	-6	13	4	-1	6	-8	-3.6	-7
CCOC(=O)C1CCN(C(=O)c2[nH]c(C(F)(F)F)nc2-c2ccccc2)CC1
→ 2	-3	-6	4	-1	3	5	/	-0.1	2
CSc1ccccc1C(=O)NCc1ccc2c(c1)OCO2
→ -6	4	0	4	-6	-1	-2	3	-4.0	0
CC1Cc2ccccc2N1C(=O)CSc1nnc(Cn2nnc3ccccc32)n1C (stereo unspecified)
→ 14	-3	6	-6	-5	-6	-1	0	-0.6	-3
Cc1c(C)c2cc(Cl)c(OCC(=O)Nc3ccccn3)cc2oc1=O
→ 3	-5	-14	3	-2	1	2	-1	0.7	-7
Cc1cc2ncn(/N=C/c3ccc(-c4ccccc4)o3)c2cc1C
→ 18	-2	9	-3	-2	9	-11	-37	-0.3	-12
CCC(C)c1ccc(NC(=S)NN2CCOCC2)cc1 (stereo unspecified)
→ -4	-4	-12	0	1	-4	10	-6	-0.5	3
COC(=O)C1=C(C)Nc2nc3ccccc3n2C1c1ccccc1F (stereo unspecified)
→ -9	0	-1	-39	1	-3	-2	/	1.2	-27
O=C(Nc1cccc(Cl)c1)OC1CC2CC1[C@H]1CCCCN1[C@H]2Cc1ccccc1 (stereo partly specified)
→ /	-2	/	-8	0	7	0	/	/	-3
COc1cc(C(C)=O)ccc1OCC(O)CNCC(O)c1ccccc1 (stereo unspecified)
→ -5	-2	2	-8	-4	-4	7	1	-0.7	-4
COc1ccc(CCn2c(C)cc(C(=O)CSc3nc(N)cc(=O)[nH]3)c2C)cc1
→ 0	-7	5	-2	0	3	-5	-23	0.9	-1
Cc1ccc(Cl)cc1N1CCN(C(=O)c2ccc(CN3CCOCC3)cc2)CC1
→ 6	2	-22	5	1	-7	-9	-4	-2.9	-4
CCN1C(=O)[C@H]2[C@@H](c3ccc(-c4ccc(C(C)=O)cc4)cc3)N3CCCC[C@@]3(C(=O)OC)[C@H]2C1=O
→ 9	1	8	0	0	3	0	-9	-0.5	1
COC(=O)C1=C(Cn2cnc3ccccc32)NC(=O)NC1c1cc(C)ccc1C (stereo unspecified)
→ -1	0	4	-9	-1	-2	-5	6	0.8	4
C=C1CCC[C@]2(C)C[C@H]3OC(=O)C(CN(C)CC(OC)OC)[C@H]3CC12 (stereo partly specified)
→ 2	1	-9	1	-2	-10	2	-8	0.7	-3

Single records, from the list above. Screens in order: ARFGAP1 inh | SMARCA2 activ | ASAP1 inh | NPR1 activator | NR1D1 modulator | rCAG RNA binder | mABHD4 FP | HTRA1 inh | PG9 binder | GC-B act
Profile of COc1ccnc(N=CNOCc2ccc(C)cc2)c1C#N = 16 | 3 | 5 | -6 | -1 | 0 | -2 | -4 | -1.2 | -8
Profile of C=C1CCC[C@]2(C)C[C@H]3OC(=O)C(CN(C)CC(OC)OC)[C@H]3CC12 (stereo partly specified) = 2 | 1 | -9 | 1 | -2 | -10 | 2 | -8 | 0.7 | -3

Going on with the list.
Values run as follows: ARFGAP1 inh	SMARCA2 activ	ASAP1 inh	NPR1 activator	NR1D1 modulator	rCAG RNA binder	mABHD4 FP	HTRA1 inh	PG9 binder	GC-B act
CC1Sc2ccc(S(=O)(=O)N3CCC(C(=O)NCC(C)c4ccccc4)CC3)cc2NC1=O (stereo unspecified)
→ 10	-4	6	-5	6	5	-8	5	-1.6	-1
CN[C@@H](CO)C(=O)NC[C@H]1O[C@@H](n2cnc3c(=O)[nH]c(N)nc32)[C@H](O)[C@@H]1O
→ 8	-2	-12	26	-4	4	2	/	-2.3	25
CN(C)CC(C)(C)CNS(=O)(=O)c1cccc(Cl)c1Cl
→ 9	1	-7	-1	-2	-2	-3	8	-10	1
CCNC(=S)N(CCc1ccc(S(N)(=O)=O)cc1)C1CC(=O)N(c2ccccc2)C1=O (stereo unspecified)
→ -3	-1	15	-35	-2	11	-3	-12	-2.4	-17
O=C(NCc1ccc2c(c1)OCO2)NC12CC3CC(CC(C3)C1)C2
→ 7	-2	5	0	2	0	-9	-12	1.0	-5
FC(F)(F)c1cnc(Sc2ncn[nH]2)c(Cl)c1
→ 8	5	2	1	-3	-2	0	4	-0.9	-1
COc1ccc(C(=O)NCC(=O)N2CCN(c3ccc(Cl)cc3)CC2)cc1
→ -3	-1	-1	-8	1	5	4	8	-0.9	-3
CC1CCc2c(sc(/N=C/N(C)C)c2C#N)C1 (stereo unspecified)
→ 3	2	-5	-1	-2	-4	11	9	-2.5	-4
COc1ccc(NC(=O)CSc2nc3ccccc3cc2Cc2ccccc2)cc1
→ -5	1	-26	5	27*	0	-2	-6	3.9	-3
O=C1CC(c2cccc([N+](=O)[O-])c2)c2ccc3ccccc3c2N1 (stereo unspecified)
→ 2	-3	0	-5	-4	2	2	-35	-0.3	12
CCOC(=O)Cc1csc(N/N=C/c2ccc(C(F)(F)F)cc2)n1
→ -1	-5	-9	3	-3	4	3	-5	-1.0	3
COc1cc(C(=O)NNC(=O)COc2ccccc2Cl)ccc1OCC(=O)N1CCOCC1
→ 10	-3	-13	-1	4	-2	1	1	-1.5	0
CCCC(=O)Nc1ccc(NC(=O)c2cccc(OC)c2)nc1
→ 2	1	10	0	0	-5	3	-1	-1.1	1
O=C(c1cccc(C(=O)N2CCN(c3ccc(F)cc3)CC2)c1)N1CCN(c2ccc(F)cc2)CC1
→ /	/	/	-2	2	/	/	0	/	2
Cc1ccc(S(=O)(=O)N2CCC[C@H]2C(=O)Nc2ccccc2C)cc1
→ 3	-2	-20	-2	-1	0	-3	5	0.4	1
COc1cc(C(=O)NC2=C(C#N)CCC2)cc(OC)c1OC
→ -12	0	16	4	-3	-8	3	2	0.2	-2
O=C(c1ccc(COc2ccccc2Br)cc1)N1CCCCCC1
→ -14	-2	5	0	3	-5	-7	-30	-1.0	-5
CN1CCn2cnc(C(=O)NCCCCCNC(=O)OC(C)(C)C)c2C1=O
→ 5	-3	-5	3	-11	-3	11	4	-0.7	-1
Cc1ccc(S(=O)(=O)N(C)CC(=O)NCC(c2ccco2)N(C)C)cc1 (stereo unspecified)
→ 11	0	2	1	2	0	11	3	1.0	3
CCCN(CCC)CCNC(=O)CCC(=O)Nc1ccc2nc(N3CCOCC3)cc(C)c2c1
→ 3	-1	12	-3	-4	-3	2	10	-2.5	3
Cc1ccc(-c2nnc(CSc3nnc(C)s3)o2)cc1
→ 7	3	-5	-1	1	-4	-6	1	-1.8	-3
CNc1nc(-c2ccccc2)c2sccc2n1
→ 10	-5	-3	7	-5	-1	-1	/	0.0	3
COc1ccc(Cl)cc1N(CC(=O)NCCSCc1ccccc1)S(C)(=O)=O
→ 4	1	3	-3	-8	-9	-2	4	-0.9	0
CCN(CC)CCCN1C(=O)c2oc3ccccc3c(=O)c2C1c1cc(OC)ccc1OC (stereo unspecified)
→ -2	0	6	-2	0	7	0	0	-0.9	-4
